Screens (PubChem)
PfGluPho inh = PfG6PD enzyme inhibitors, primary screen, biochemical, fluorescence intensity, uHTS; glucose-6-phosphate dehydrogenase-6-phosphogluconolactonase (Plasmodium falciparum 3D7); PfGluPho enzyme, NADPH resazurin-diaphorase fluorescence; inhibition, % at 20 µM; 350,000 tested, 0.78% active; AID 504690, 2011;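 active means inhibition reaching at least a set limit at 20 µM in the primary screen, cut at about 59% in these data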;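 further: 0% = DMSO wells with substrate and 100% = DMSO wells lacking glucose-6-phosphate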
SENP8 block-1 = SENP8 protease inhibitors, primary screen, biochemical, luminescence. Sentrin-specific protease 8 (Homo sapiens), Q96LD8. AID 2540, 2010. inhibition, % at 10 µM. 330,000 tested, 1.2% active. purified SENP8, Z-RLRGG-aminoluciferin cleavage; in the data active means inhibition above about 50%
Target sequence (Q96LD8 whole entry, looked up): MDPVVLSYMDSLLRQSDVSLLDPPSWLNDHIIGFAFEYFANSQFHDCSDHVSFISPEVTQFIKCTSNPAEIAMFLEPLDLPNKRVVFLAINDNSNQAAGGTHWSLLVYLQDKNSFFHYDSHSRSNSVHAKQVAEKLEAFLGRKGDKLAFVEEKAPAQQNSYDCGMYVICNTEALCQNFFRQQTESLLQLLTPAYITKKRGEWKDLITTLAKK
Apaf1 inhib = inhibitors of human Apaf-1 apoptosome, primary screen, biochemical, DEVD-Rh110 fluorescence, uHTS; Apoptotic protease-activating factor 1 (Homo sapiens), O14727; reconstituted apoptosome caspase-3 activity; inhibition, % at 20 µM; 330,000 tested, 0.71% active; AID 489030, 2010; active means inhibition of at least 40% at 20 µM;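 further: plate controls were DMSO wells for no effect and DEVD-CHO caspase inhibitor wells for full effect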
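Material: cell-free apoptosome with Apaf-1, procaspase-3 and caspase-9; Buffer or medium: Hepes pH 7.5 with detergent and BSA; Reagent: cytochrome c trigger plus (Z-DEVD)2-Rh110 caspase-3 substrate; Times: compound with Apaf-1, dATP, procaspase-3 30 min, then 50 min reaction, room temperature; Technique: Rh110 fluorescence intensity.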
SENP1 FRET inh = human SENP1 catalytic domain inhibitors, primary screen, biochemical, FRET, uHTS; recombinant SENP1 catalytic domain, CyPet-SUMO1-YPet FRET cleavage; Sentrin-specific protease 1 (Homo sapiens), Q9P0U3; inhibition, % at 10 µM; AID 624204, 2012; 360,000 tested, 0.21% active;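 active means inhibition at least 30% at 10 µM, raw YFP signal under a set limit, fluorescence ratio 0.5 to 1.5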;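 further: 0% = enzyme with DMSO and 100% = no enzyme wells; some results filed as inactive read as strong as hits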
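Assay system: hSENP1 catalytic domain, recombinant. Amount: SENP1 enzyme, 20 pM final. Schedule: 50 min reaction, RT, dark. Technique: FRET, CFP and YFP emission. Control set: no-enzyme wells low, DMSO-plus-enzyme wells high control.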
NALP3 yeast inh = NALP3 inflammasome inhibitors in reconstituted yeast, primary screen, luminescence, uHTS; Yeast reconstituted NLRP3/ASC/caspase-1, beta-gal luminescence, 24 h; inhibition, % at 10 µM; 330,000 tested, 0.39% active; AID 2825, 2010;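 active means inhibition of 50% or more; inactive means inhibition below 50%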;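 further: plate controls were induced DMSO wells for no effect and uninduced yeast grown without galactose for full effect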
SENP7 inh = SENP7 protease inhibitors, primary screen, biochemical, luminescence, uHTS; recombinant SENP7, Z-RLRGG-aminoluciferin luminescence, 40 min; inhibition, % at 5 µM; AID 434973, 2010; 330,000 tested, 1.5% active; Sentrin-specific protease 7 (Homo sapiens), Q9BQF6;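 active means inhibition above about 50% at the single test dose, limit read from the data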;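 further: plate controls were DMSO with enzyme for no effect and no enzyme buffer wells for full effect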
Target sequence (Q9BQF6 706-1050 limits assumed): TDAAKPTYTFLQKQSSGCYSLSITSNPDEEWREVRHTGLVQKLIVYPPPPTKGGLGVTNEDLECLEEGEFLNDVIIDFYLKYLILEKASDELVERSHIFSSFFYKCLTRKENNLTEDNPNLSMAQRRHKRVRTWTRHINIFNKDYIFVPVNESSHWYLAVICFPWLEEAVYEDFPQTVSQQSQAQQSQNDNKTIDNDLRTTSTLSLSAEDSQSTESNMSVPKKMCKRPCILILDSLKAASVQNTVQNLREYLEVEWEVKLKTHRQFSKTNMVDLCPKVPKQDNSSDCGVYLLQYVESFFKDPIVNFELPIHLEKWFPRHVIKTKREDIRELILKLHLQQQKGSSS
SENP8 block-2 = human SENP8 protease inhibitors, primary screen, biochemical, fluorescence, Nedd8 protein substrate, uHTS; 360,000 tested, 0.64% active; recombinant SENP8; inhibition, % at 20 µM; AID 602440, 2012; in the data active means inhibition mostly above about 40%, no sharp cut-off; inactive means mostly below about 27%
HKDC1 inh = HKDC1 hexokinase inhibitors, primary screen, biochemical, fluorescence, uHTS. Q2TB90. inhibition, % at 20 µM. recombinant HKDC1, G6PDH/diaphorase resazurin coupled fluorescence. 340,000 tested, 0.16% active;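 active means inhibition above about 35% when tested at 20 µM, limit read from the data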;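 further: plate controls were DMSO wells with enzyme for no effect and DMSO wells lacking enzyme for full effect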
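test system = in-house recombinant HK5 (HKDC1) enzyme | amount = HKDC1 at 5 µg/mL | control set = DMSO-enzyme wells negative, buffer-substituted wells positive | compound = one dose of 20 µM, 1% DMSO | schedule = reaction time 90 min, room temperature, protected from light | technique = resorufin fluorescence at 613 nm | reagent = glucose with 1 mM ATP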
SENP6 block = SENP6 protease inhibitors, primary screen, biochemical, luminescence, uHTS; Recombinant SENP6 catalytic domain, aminoluciferin luminescence; inhibition, % at 10 µM; 330,000 tested, 1.8% active; AID 2599, 2010;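 active means inhibition above about 50% at the single tested dose, limit read from the data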;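 further: plate controls were DMSO wells with enzyme for no effect and DMSO wells lacking enzyme for full effect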
Target sequence (Q9GZR1 628-1112 limits assumed): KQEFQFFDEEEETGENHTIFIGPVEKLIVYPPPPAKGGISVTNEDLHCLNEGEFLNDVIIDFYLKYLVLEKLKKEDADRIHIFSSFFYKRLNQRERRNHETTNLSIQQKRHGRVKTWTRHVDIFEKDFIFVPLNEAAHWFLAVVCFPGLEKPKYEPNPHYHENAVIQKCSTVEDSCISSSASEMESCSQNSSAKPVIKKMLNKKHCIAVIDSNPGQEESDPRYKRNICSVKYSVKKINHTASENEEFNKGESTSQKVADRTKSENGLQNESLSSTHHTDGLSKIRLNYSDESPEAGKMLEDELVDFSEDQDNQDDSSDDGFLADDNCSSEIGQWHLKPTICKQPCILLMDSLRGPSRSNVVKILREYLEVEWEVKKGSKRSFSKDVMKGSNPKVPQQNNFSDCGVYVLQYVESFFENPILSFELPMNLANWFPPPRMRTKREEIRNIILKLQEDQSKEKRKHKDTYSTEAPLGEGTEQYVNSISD
Active calls of the source: *; nt = no result given; & = joins results of further samples. Rows are unselected, and some 4.1% of all compounds hit somewhere here.

SMILES	PfGluPho inh	SENP8 block-1	Apaf1 inhib	SENP1 FRET inh	NALP3 yeast inh	SENP7 inh	SENP8 block-2	HKDC1 inh	SENP6 block
Cc1nc(NC(=S)NC(=O)c2cccs2)ccc1Br	7	-16	10	0	14	-3	16	-13	-8
COc1cc(-c2cc(C(=O)O)c3cc4c(cc3n2)OCCO4)cc(OC)c1OC	-2	2	-22	-1	7	6	-290	-3	2
Cc1ccc(N(CC(=O)N/N=C/c2ccc(OCC(N)=O)cc2)S(C)(=O)=O)cc1Cl	-6	-4	5	-2	5	6	4	-1	-6
CC(C)C[C@@H](CNCC(=O)[C@H](CC(C)C)NC(=O)c1[nH]cnc1C(=O)N[C@@H](C)CN)NC(=O)c1nc[nH]c1C(=O)N[C@@H](Cc1ccccc1)C(=O)O	-11	nt	nt	-1	nt	nt	8	-2	nt
Cc1ccc(C)c(NC(=O)Cc2csc(-c3ccccc3)n2)c1	9	-2	13	2	3	5	10	-4	-25
COc1cc2c(cc1OC)CN(c1ccc(-c3ccccc3OC)nn1)CC2	9	-11	1	8	-24	12	-13	15	-14
CC(=O)c1cccc(NC(=O)NC2CCCCC2)c1	13	0	8	0	7	-12	-24	-8	-13
COc1ccc(/C=N/NC(=O)CCc2nc3ccccc3[nH]2)cc1	-5	-6	-3	0	15	-1	8	-6	-15
CCC(C)NC(=O)c1c(N)n(/N=C/c2ccccn2)c2nc3ccccc3nc12 (stereo unspecified)	2	-2	33	-147	-3	11	-278	13	3
COc1ccc(N/C=C/C(=O)c2sc(-c3ccccc3)nc2C)cc1	-1	-8	12	-14	2	-13	30	0	-10

Next part; the last five above are carried over.
SMILES	PfGluPho inh	SENP8 block-1	Apaf1 inhib	SENP1 FRET inh	NALP3 yeast inh	SENP7 inh	SENP8 block-2	HKDC1 inh	SENP6 block
COc1cc2c(cc1OC)CN(c1ccc(-c3ccccc3OC)nn1)CC2	9	-11	1	8	-24	12	-13	15	-14
CC(=O)c1cccc(NC(=O)NC2CCCCC2)c1	13	0	8	0	7	-12	-24	-8	-13
COc1ccc(/C=N/NC(=O)CCc2nc3ccccc3[nH]2)cc1	-5	-6	-3	0	15	-1	8	-6	-15
CCC(C)NC(=O)c1c(N)n(/N=C/c2ccccn2)c2nc3ccccc3nc12 (stereo unspecified)	2	-2	33	-147	-3	11	-278	13	3
COc1ccc(N/C=C/C(=O)c2sc(-c3ccccc3)nc2C)cc1	-1	-8	12	-14	2	-13	30	0	-10
CN(C(=O)c1cccc(NC(=O)Cc2ccc(NC(=O)C3CCCN(C(=O)CCc4ccccc4)C3)cc2)c1)C1CCCCC1 (stereo unspecified)	17	nt	nt	-1	nt	nt	-8	-1	nt
O=C(CN1C(=O)c2ccccc2C1=O)NC1CCCCC1	-11	-4	-1	1	-5	9	3	-8	-13
O=C1CN(C(=O)COC(=O)CCc2ccccc2O)c2ccccc2N1	-3	5	-3	-11	11	-3	-15	-4	-4
COC(=O)NNC(=O)c1ccccc1C	-4	5	-22	3	-4	0	13	-8	-11
COc1cccc(CN2CCN(c3nc4nonc4nc3NC3CC3)CC2)c1	-15	6	0	-9	5	0	12	-5	2
CC1CCc2nc(NC(=O)Nc3ccc4c(c3)OCO4)sc2C1 (stereo unspecified)	33	2	24	3	1	2	42*	19	-8
O=C(OC(C(=O)NCC1CCCO1)c1ccc(F)cc1)c1cccs1 (stereo unspecified)	-10	-6	-9	2	12	7	13	13	-18
CC1CC(C(F)F)n2nc(C(=O)Nc3sc4c(c3C#N)CCC(C(C)(C)C)C4)nc2N1 (stereo unspecified)	-2	-9	0	-2	5	-12	-498	-6	-8
NC(=O)C1CCN(C(=S)NCCc2ccccc2)CC1	4	11	0	-2	-4	14	25	-5	28
CCC(=O)Nc1cc2c(cc1C(=O)CC)OCCO2	3	9	-4	-2	23	6	-368	0	6
O=C(COC(=O)/C=C/c1ccc(Cl)cc1)Nc1ccccc1	33	-4	3	4	-8	2	18	-8	-14
O=C(COC(=O)c1cc(S(=O)(=O)N2CCOCC2)ccc1O)Nc1cc(S(=O)(=O)N2CCCC2)ccc1Cl	-8	-6	-1	2	-8	-6	-325	-2	-5
CC1CCC(C(C)C)C(OP(=O)(c2ccccc2)C(O)c2ccncc2)C1 (stereo unspecified)	0	-2	5	2	17	10	9	1	-3
C=CCc1ccccc1OCC(O)CN1CCN(C(=O)OCC)CC1 (stereo unspecified)	-3	-2	1	-2	9	-2	15	-4	-2
O=C(COC(=O)C1=COCCO1)NCc1ccc(Cl)cc1	-19	-2	-1	-2	15	-4	2	-11	-11
Cc1ccc2cc3cc(C(=O)N4CCCCC4C)oc3nc2c1 (stereo unspecified)	21	-8	19	0	18	2	-77	0	0
COc1ccccc1C(=O)C1CCCN(C(=O)c2ccco2)C1 (stereo unspecified)	4	4	0	3	12	-1	13	-5	-4
COc1ccc(-n2c(-c3ccc(Br)cc3)c[n+]3c2CCC3)cc1	25	-2	2	0	12	-3	12	-10	-9
COC(=O)c1[nH]c2c(c1C)C(=O)CCC2	-7	-4	3	2	8	-7	13	-7	-11
COc1ccc2c(c1)O[C@H](c1ccc3c(c1)OCO3)[C@@H](OC(=O)N[C@H](C)C1CCCCC1)C2=O	nt	-2	6	nt	-2	3	nt	nt	-2
CCOC(=O)c1c(C)c(C(=O)NCc2ccco2)c(C)n1CC	-8	-1	-16	1	11	-2	12	-9	-17
CC1(c2nnc(Cc3ccccc3)o2)CC(c2ccccc2)=NO1 (stereo unspecified)	-8	-13	14	1	36	1	-16	9	-29
Cc1ccc(C(=O)NCCn2cc(SCC(=O)Nc3nnc(C)s3)c3ccccc32)cc1	9	-12	7	1	10	-1	16	-4	-6
S=c1nc[nH]c2nc[nH]c12	12&27	-4	8	-2&2	10	0	8&13	5&-6	-10
CC(C)CN1C(=O)C(=O)N(CC(=O)N2CCC(Cc3ccccc3)CC2)C1=O	-15	0	4	-1	23	2	11	-9	3
CCOc1ccccc1C(=O)Nc1c[nH]c(=O)[nH]c1=O	13	-7	0	0	19	-6	4	2	1
COc1ccc(S(=O)(=O)NCCC(=O)Nc2ccc(C)cc2)cc1	6	5	1	-1	10	1	3	-5	6
CCc1nc2ccc(C)cc2c(C(=O)NC2CCCCC2C)c1C (stereo unspecified)	29	2	13	1	10	8	8	-5	-6
O=C(c1cccs1)N1CCC(Cc2ccccc2)CC1	-6	3	6	2	25	5	18	-5	-6
CCN1CCN(C(=O)CN(c2ccc(F)c(Cl)c2)S(C)(=O)=O)CC1	-14	0	-2	1	-7	-6	16	-9	-9
COCCCNC(=O)c1cc2cc([N+](=O)[O-])cc(OC)c2oc1=O	-7	-6	-3	2	4	1	13	-4	23
Cc1cnc(C(=O)Nc2ccc(S(=O)(=O)NCC(C)C)cc2)cn1	-9	-9	4	0	3	-2	6	3	4
O=c1cc(-c2ccccc2F)oc2ccccc12	-3	-12	5	0	48	15	12	1	34
CCOc1ccccc1N(CC(=O)N1CCCCCC1)S(=O)(=O)c1ccc(C)cc1	-10	-16	12	-1	10	10	4	-5	-2
CCOC(=O)c1c(C)[nH]c(C)c1C(=O)COC(=O)c1ccc(S(=O)(=O)C(F)F)cc1	10	5	-6	1	15	-5	13	1	2
COc1ccc(OC)c(/C(O)=C/C(=O)C(=O)Nc2cc(C)cc(C)c2)c1	-20	-6	-36	-4	4	-6	-4	-1	-2
CCOC(=O)N1CCN(C(=O)c2ccc(OC(C)=O)cc2)CC1	-7	3	1	4	-12	6	7	1	-8
COc1ccccc1-c1c(C)oc2c(CN3CCOCC3)c(O)ccc2c1=O	7	-9	1	-2	13	-3	-293	8	-12
O=C(NCCNC(=O)c1ccc(Br)o1)c1cccnc1	-1	-5	-8	0	6	-7	5	-1	-7
CCOC(=O)C1=C(C)NC(C)=C(C(=O)OCC)C1C(=O)OCC(=O)N1CCc2ccccc21	-6	-5	7	0	11	6	-198	-1	-11
COCC1CCCN(C(=O)c2cc(COc3cccc4cccnc34)on2)C1 (stereo unspecified)	7	-4	4	-1	6	-1	-49	3	-11
Cc1cccc(C(=O)Nc2nnc(-c3ccco3)o2)c1	17	-12	0	3	6	-6	10	-8	0
NC(=O)c1ccsc1NC(=O)COC(=O)COc1ccccc1F	8	-8	-5	2	15	-1	13	-8	15
O=C(/C=C/c1cccs1)N1CCc2ccccc21	27	93*	20	1	52*	98*	33	11	-3
CC1CC(C)CN(CCCNC(=O)c2ccc3c(c2)NC(=O)CS3)C1 (stereo unspecified)	6	0	-18	1	23	-2	13	-5	13
Nc1cccc(S(=O)(=O)Nc2ccc(SC(F)F)cc2)c1	-15	1	-17	-1	0	0	5	-2	-12
COc1ccccc1CCC(=O)OCC(=O)Nc1c(Br)cc(C)cc1Br	8	-5	14	3	-11	-10	8	-3	24
CC1CCCCC1NC(=O)CN1CCN(S(=O)(=O)c2ccc(Br)s2)CC1 (stereo unspecified)	5	-3	10	4	10	2	5	4	6
O=[N+]([O-])c1cc(/C=N/n2c(-c3ccncc3)n[nH]c2=S)ccc1Cl	23	-1	8	1	20	12	14	6	4
Cc1ccc(N2C(=O)C3ON(c4ccccc4)C(c4ccncc4)C3C2=O)cc1 (stereo unspecified)	-10	3	3	1	4	6	14	-6	0

Going on with the list.
SMILES	PfGluPho inh	SENP8 block-1	Apaf1 inhib	SENP1 FRET inh	NALP3 yeast inh	SENP7 inh	SENP8 block-2	HKDC1 inh	SENP6 block
CCCCNC(=O)Nc1cnn(CC)c1C(N)=O	-14	1	7	2	8	-3	19	4	1
O=C(Nc1cccnc1)c1cc(F)c(F)cc1Cl	-7	1	-3	3	6	4	5	-3	-7
Cn1c(CN2CCOCC2)nc2cc(NC(=O)c3ccccc3Cl)ccc21	-14	1	-27	-5	3	-3	-17	5	-9
Cc1c(CN2CCC(CO)(Cc3ccccc3)CC2)c2ccccc2n1C	-7	1	4	2	11	8	11	10	-3
O=C(Nc1ncccc1Cl)c1cc2ccccc2o1	9	42	10	-2	20	64*	6	-3	63*
O=C(O)c1cc(NS(=O)(=O)c2ccc3ccccc3c2)ccc1O	-22	-1	5	2	6	2	9	2	9
CSc1nc(Sc2ccccc2)c2ccccc2n1	-2	-5	8	-3	19	-4	-33	-7	1
